# High-throughput results from PubChem BioAssay.
# HTR5A ag: activates human HTR5A in OPRM1-OPRD1 agonist counter-screen. 340,000 tested, 0.61% active. activation, % at 9.3 µM. HTR5A agonist assay, luminescence, cell-based. AID 504692. P47898; in the data active means activation mostly above about 9.5%, no sharp cut-off; inactive means mostly below about 7.6%;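 further: 0% = cells with vehicle only and 100% = reference agonist; strong numbers were not always called active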
# dFosB activator: mouse delta FosB homodimer activation. 340,000 tested, 0.99% active. purified delta FosB, TAMRA-CDK5 oligo fluorescence polarization; percent of positive-control signal above neutral wells. P13346. activation, % at 25 µM;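 active means mean activation above about 17%, with every replicate also reaching it, limit read from the data, passing the limit was not always enough; inconclusive means only one of the two conditions met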;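 further: fluorescence polarization rise as delta FosB binds a TAMRA Cdk5 AP-1 oligo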
# Target sequence (P13346 whole entry, looked up): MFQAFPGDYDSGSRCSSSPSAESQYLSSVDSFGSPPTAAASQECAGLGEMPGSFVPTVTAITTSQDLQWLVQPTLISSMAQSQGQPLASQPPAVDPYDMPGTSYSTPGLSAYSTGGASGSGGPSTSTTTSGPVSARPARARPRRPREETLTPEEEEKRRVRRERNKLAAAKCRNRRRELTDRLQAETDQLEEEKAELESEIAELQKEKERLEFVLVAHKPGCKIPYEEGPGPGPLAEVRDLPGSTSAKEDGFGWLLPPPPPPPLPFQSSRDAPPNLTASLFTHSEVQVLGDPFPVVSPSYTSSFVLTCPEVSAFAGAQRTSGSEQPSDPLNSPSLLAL
# MITF TRPM1 HTS: MITF TRPM1 promoter activation in melanoma cells; SK-MEL-5 TRPM1-promoter luciferase, 24 h; % of positive control, neutral wells = 0; activation, % at 12.5 µM; 300,000 tested, 0.75% active;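 active means mean activation of at least 80% with every replicate also reaching 80%; inconclusive means mean reaches 80% but some replicate falls short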;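 further: 0% = neutral control wells and 100% = parthenolide positive control wells; values of inactives mirror those of a sister screen read the other way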
# NSD2 HMT inh: NSD2 (human) methyltransferase inhibition; 310,000 tested, 0.54% active; NSD2 peptide methylation, AlphaScreen, 120 min; inhibition, % at 12.5 µM; AID 743445; O96028; in the data active means inhibition above about 50%
# Wnt bcat act: activates Wnt/beta-catenin signaling in a reporter cell assay; activator, plate reader; activation, % at 9.35 µM; 300,000 tested, 1.2% active; in the data active means activation above about 30%, passing the limit was not always enough; inconclusive means no clear call, values can overlap the other calls;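 further: 0% = neutral control wells and 100% = positive control wells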
# SR-BI DiI inh: inhibitors of mouse SR-BI mediated HDL lipid uptake; Q61009; inhibition, % at 12.5 µM; ldlA[mSR-BI] CHO cells, DiI-HDL uptake fluorescence, 3 h; 320,000 tested, 0.96% active; AID 488896;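 active means mean replicate inhibition of at least 70% and a set share of replicates each scoring 70 or more; inconclusive means meets just one of the two criteria; inactive means fails both criteria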;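 further: 0% = median of neutral control wells and 100% = median of positive control wells; values of inactives mirror those of a sister screen read the other way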
# CDK5 inh: CDK5/p35 (human) kinase inhibition | inhibition, % at 10 µM | AID 488839 | 330,000 tested, 0.01% active | Q00535+Q15078 | Recombinant CDK5/p35, ADP-Glo luminescence, 60 min;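 active means highest replicate inhibition of at least 50% and at least 75% of replicates reaching 50%; inconclusive means only one of the two criteria met; inactive means both criteria failed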;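 further: plate controls were DMSO neutral control for no effect and GW8510 at 10 µM for full effect; many of its hits are not listed in these tables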
# Target sequence (Q00535 whole entry, looked up): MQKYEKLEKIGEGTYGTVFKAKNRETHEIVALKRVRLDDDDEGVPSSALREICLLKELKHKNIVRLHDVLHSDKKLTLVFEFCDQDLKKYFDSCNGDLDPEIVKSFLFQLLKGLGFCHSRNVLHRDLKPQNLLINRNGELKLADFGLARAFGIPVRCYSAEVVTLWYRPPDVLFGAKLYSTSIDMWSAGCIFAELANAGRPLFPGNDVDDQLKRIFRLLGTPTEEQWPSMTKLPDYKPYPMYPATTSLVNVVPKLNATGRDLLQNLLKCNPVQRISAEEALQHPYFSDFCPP
# Target sequence (Q15078 whole entry, looked up): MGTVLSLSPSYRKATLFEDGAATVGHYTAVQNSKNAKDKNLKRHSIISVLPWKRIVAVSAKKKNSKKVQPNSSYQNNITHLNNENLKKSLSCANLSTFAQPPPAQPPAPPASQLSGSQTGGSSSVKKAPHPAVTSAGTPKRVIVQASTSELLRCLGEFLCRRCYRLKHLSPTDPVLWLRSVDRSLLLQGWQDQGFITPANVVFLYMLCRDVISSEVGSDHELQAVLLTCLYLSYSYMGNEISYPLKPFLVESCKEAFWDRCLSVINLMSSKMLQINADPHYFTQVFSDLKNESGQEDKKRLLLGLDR
# HTR5A inv ag: inverse agonist of human HTR5A in OPRM1-OPRD1 counter-screen | 340,000 tested, 0.083% active | inhibition, % at 9.3 µM | AID 504634 | P47898 | HTR5A cell line, luminescence, inverse agonism; in the data active means inhibition mostly above about 23%, no sharp cut-off; inactive means mostly below about 18%;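 further: 0% = cells with DMSO and 100% = no-cell wells with DMSO; some compounds called inactive have numbers as strong as hits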
# V-ATPase pH: yeast V-ATPase proton transport regulation by pHLuorin | 350,000 tested, 0.37% active | S. cerevisiae, pHLuorin cytosolic pH fluorescence | response, % at 10 µM; in the data active means response mostly above about 7.3%, no sharp cut-off; inactive means mostly below about 5.4%; further: actives read high; inactives centre near 0; some compounds called inactive have numbers as strong as hits; reference of the scale not given here
# PvdQ acylase: P. aeruginosa PvdQ acylase inhibition | purified PvdQ acylase, fluorescence plate reader | inhibition, % at 10 µM | 340,000 tested, 0.063% active | AID 488965; in the data active means inhibition above about 30%, passing the limit was not always enough; inconclusive means no clear call, values can overlap the other calls;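 further: 0% = vehicle neutral wells and 100% = reference inhibitor wells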
# Numbers without * were called inactive; ? = inconclusive; . = not tested or not shown. This is a random part of the collection; about 5% have a hit in one of these screens.
# Results follow in this order: HTR5A ag	dFosB activator	MITF TRPM1 HTS	NSD2 HMT inh	Wnt bcat act	SR-BI DiI inh	CDK5 inh	HTR5A inv ag	V-ATPase pH	PvdQ acylase
Cc1noc(C)c1COc1ccccc1C(=O)NNC(=O)C(C)Oc1ccccc1F (stereo not given)
→ -1.6	-1.9	-9.7	0.2	-3.8	9.9	0.8	4.0	1.6	-3.7
O=C(O)/C=C/C(=O)O
→ 5.5	0.5	-0.6	.	-1.4	-6.0	-1.8	28.8	0.7	-14.7
COC(=O)Cc1cc(=O)[nH]c(/N=C(\N)Nc2ccccc2C)n1
→ 6.0	-0.6	3.5	-1.6	.	5.8	-1.7	-31.9	1.0	-9.3
C(=C\c1ccccc1)/C=N/N1CCN(Cc2ccccc2)CC1
→ -0.6	0.1	26.5	-0.8	5.9	16.7	-2.8	1.6	-6.0	-6.6
CC(C)(C)[C@@H]1CCC(=O)N(CC[C@H](Sc2ccccc2)c2ccccc2)CC1
→ 5.7	-3.4	2.5	.	-10.2	6.7	0.5	-15.3	-0.8	1.2
COc1cccc(NC(=O)CSc2nc3ccccc3c(=O)n2CCCC(=O)NCC2CCCO2)c1 (stereo not given)
→ 5.7	-12.3	5.6	-3.1	-3.4	-25.4	-0.3	-22.9	6.5	2.0
CCCCNS(=O)(=O)NC(=O)C1=C(N2CCCC2)COC1=O
→ 0.9	-3.8	.	.	-2.7	-7.1	-1.6	-2.6	12.3	4.6
CCOC(=O)C1(Cc2ccccc2)CCCN(Cc2ccc(OCCO)cc2)C1 (stereo not given)
→ 4.3	-7.4	-2.7	-1.1	-1.6	4.3	0.1	3.6	0.3	-4.7
Nc1c2c(nn1-c1ccc(F)cc1)CSC2
→ 1.6	-7.4	-1.1	-1.1	-0.8	-3.5	-1.7	-6.4	0.4	0.8
CS(=O)(=O)c1ccc2nc(NC(=O)c3cc([N+](=O)[O-])cc([N+](=O)[O-])c3)sc2c1
→ 1.9	0.9	1.8	4.8	-0.1	26.0	1.4	-7.0	1.9	-6.1
O=C(COC(=O)c1ccc2ccccc2n1)NCc1ccccc1
→ 6.2	1.7	-6.8	22.0	-0.5	-19.9	-2.0	13.5	3.6	3.8
C#CCSc1nc(=O)c2cccnc2n1-c1ccc(C)cc1
→ -2.1	-8.5	-5.6	-4.1	-2.6	-19.1	-0.3	-15.6	-1.1	4.0
COc1ccc(Cc2nnc(SCc3ccc([N+](=O)[O-])cc3)o2)cc1
→ -1.1	1.6	7.6	-3.6	0.3	-1.6	1.3	7.2	-1.5	-10.4
CCOC(=O)c1c(C2CCN(C(=O)OCC)CC2)nc2ccccn12
→ -1.6	-4.8	0.0	.	0.8	12.2	0.9	4.3	-3.7	-5.0
COC(=O)c1ccc(CN2CCCC(C(=O)Nc3cccc(-n4cnnn4)c3)C2)cc1 (stereo not given)
→ 4.6	-12.8	-11.8	2.8	-1.7	14.1	-0.8	3.4	-4.7	0.6
O=C(CN1C(=O)S/C(=C\c2ccccc2F)C1=O)NC1C=CS(=O)(=O)C1 (stereo not given)
→ 4.2	-2.2	-8.8	-0.2	-1.5	3.5	.	-3.8	0.0	-4.8
CC(C)Sc1n[nH]c(=O)n1-c1ccccc1
→ -0.8	-3.7	-2.0	-0.3	1.5	6.4	-0.1	14.3	0.2	-19.0
COc1cccc(C(=O)Nc2ccc(NC(C)=O)cn2)c1
→ -3.1	-7.0	.	0.9	23.2	15.5	-5.8	11.0	-0.4	-2.9
CN(C(=O)c1ccc(Cl)c(S(=O)(=O)N2CCOCC2)c1)c1ccccc1C(=O)O
→ 0.4	-5.5	3.6	-0.8	0.9	-27.4	0.4	-0.9	-2.3	1.3
CCN1C(=O)CSc2ccc(C(=O)NCCCN3CCOCC3)cc21
→ 0.6	-5.3	0.8	0.9	-3.1	-17.5	0.7	10.1	-7.1	-16.5
COc1ccc(CNCC(O)(c2ccc(Cl)cc2)c2ccc(Cl)cc2)cc1OC
→ 4.3	14.7	8.7	12.2	.	-8.2	-2.2	-10.2	-1.6	3.8
CCCOc1ccccc1C1NC(=O)NC(C)=C1C(=O)OCCOC (stereo not given)
→ 2.2	7.7	-0.8	-0.1	.	1.9	-1.9	-4.7	3.4	-6.7
Cc1ccc(NC(=O)OCCN2CCN(Cc3ccccc3)CCC2=O)cc1
→ -1.4	-3.8	4.8	.	-0.4	-16.9	-1.3	3.5	0.3	-11.6
S=C(NCCc1ccccc1)Nc1ncccn1
→ 2.4	1.4	55.3	-2.6	-1.2	17.9	-0.2	-10.0	-0.2	0.7
Cc1ccc(CSCCNS(=O)(=O)c2ccc([N+](=O)[O-])cc2)cc1
→ 7.0	-0.7	-3.8	0.9	-3.2	-6.3	-0.3	-17.9	-4.7	-10.6
CCc1nn(C(C)C(=O)N(C)Cc2ccccc2)c(=O)c2cc3occc3n12 (stereo not given)
→ 6.9	-8.7	1.0	2.4	-1.6	5.5	-0.4	-4.2	12.3*	-14.3
N=C1c2ccccc2-c2ccccc21
→ -0.2	-6.5	2.1	0.5	-3.1	-9.2	-0.6	0.6	2.2	-7.8
S=C(NCCc1ccccc1)Nc1ccc(Cl)cc1Cl
→ 1.9	-1.2	6.0	-8.2	.	29.0	1.6	-4.7	-0.1	-9.8
CCC(=O)c1cn(CC(=O)Nc2cccc(OC)c2)c2ccccc12
→ -2.1	2.4	-0.6	-3.3	-0.9	12.9	-0.1	7.6	-0.9	-0.4
Cc1nonc1CC(=O)N1CCCC(C(=O)c2cccc(C(F)(F)F)c2)C1 (stereo not given)
→ -1.5	-2.4	1.1	-3.5	-1.0	-6.5	0.0	4.2	-2.8	11.0
COc1ccc(CNC(=O)[C@H](Cc2ccccc2)NC(=O)C2CCNCC2)cc1
→ -2.4	-5.9	9.4	-1.3	-1.2	-0.6	1.9	-20.2	1.1	-1.4
CCOC(=O)C1CCN(C(=O)c2ccc(Cl)c(NC3=NC4CS(=O)(=O)CC4S3)c2)CC1 (stereo not given)
→ -3.4	-0.4	7.4	.	-2.5	-4.3	-1.1	-10.7	-0.8	-12.9
COc1ccccc1N1CCN(C2CCN(S(=O)(=O)c3ccc(C)cc3)CC2)CC1
→ -1.2	-10.5	-15.8	3.9	0.1	.	-1.1	3.7	0.1	-18.3
COc1ccc(Cc2noc(CN3CCNC(=O)CC3)n2)cc1OC
→ 6.9	-2.6	-3.7	6.8	0.1	-27.6	-1.0	-19.6	3.2	-4.0
COc1ccc(CNC(=O)CSCc2cnn(-c3ccccc3)c2-n2cccc2)cc1
→ -3.7	-9.4	.	-1.8	-8.2	-2.3	0.2	3.7	2.0	-12.5
CS(=O)(=O)N1CCC(C(=O)Nc2ccc(C(F)(F)F)cc2)CC1
→ 1.4	1.8	-3.0	-4.2	-0.3	-6.1	1.4	9.4	-1.3	-9.1
COCc1c(C(=O)N/N=C\c2cccs2)nnn1-c1nonc1N
→ 6.2	?	3.6	-0.1	1.3	.	0.0	-4.2	-2.1	-13.3
COCCCN(C(=O)c1ccccc1)c1nc(-c2ccc(OC)cc2)cs1
→ 4.3	-4.3	.	28.0	-1.9	27.0	9.6	-16.1	-2.4	11.3
Cc1nc2ccc(NC(=O)N3CCC(c4ccccc4)C3)cc2nc1C (stereo not given)
→ -1.9	-1.5	-1.8	0.3	-4.5	10.0	-1.3	5.2	-3.5	-11.2
O=C(CN(c1cc(Cl)ccc1Cl)S(=O)(=O)c1ccccc1)N1CCOCC1
→ -1.4	-6.3	-3.0	-3.1	3.2	4.9	0.7	10.4	-1.8	-15.0
COc1ccc(CN(C)CC(O)COc2ccc(C(=O)c3ccccc3)cc2)c(OC)c1OC (stereo not given)
→ -2.7	-20.2	5.8	3.5	-4.9	.	-2.4	7.1	-6.7	5.7
Clc1ccc(Nc2nc(C3CC3)cs2)cc1
→ -0.9	-8.3	.	.	-2.1	28.1	1.5	2.7	0.3	7.7
C/C(Cl)=C\Cn1c(N2CCCC2)nc2c1c(=O)[nH]c(=O)n2C
→ -8.2	-3.9	14.8	-1.6	.	-9.3	-0.1	19.9	0.8	-3.5
Cc1cc(C)c(-c2csc(NC(=O)COC(=O)c3ccc4c(c3)OCO4)n2)c(C)c1
→ -2.7	3.5	-1.6	2.7	2.0	-15.7	0.1	4.5	0.8	-13.5
Cc1ccc(NC(=O)C/C(N)=N/OC(=O)Nc2cccc(Cl)c2)cc1
→ -3.8	-0.5	20.4	-2.8	-0.2	-1.5	0.6	9.3	2.6	-13.3
CCO[C@@H]1OC(C(=O)Nc2ccccc2)=C[C@H](c2csc3ccccc23)[C@H]1CCCO
→ 3.9	2.2	4.7	.	-5.7	49.8	-0.2	-10.9	-2.8	-6.7
COc1ccc(C(=O)c2nc3c(n2O)CCCCC3)cc1
→ 5.1	-3.2	12.9	3.5	.	-15.8	0.9	-14.1	-0.7	-14.1
COCCn1c(C)cc(C(=O)COC(=O)c2ccc3ncsc3c2)c1C
→ -1.9	-9.3	47.1	1.6	23.4	35.3	0.5	-15.6	-2.7	1.8
Cc1nc([N+](=O)[O-])c(Br)n1CC(=O)c1ccc(F)cc1
→ 1.9	-0.2	-12.4	32.1	-4.1	.	-0.2	-5.9	-0.2	-9.4
O=C(CN1CCS(=O)(=O)CC1)NNC(=O)C1CCCCC1
→ -0.7	-1.4	9.5	-3.3	-1.2	-14.1	-1.4	1.8	3.9	-3.4
N#Cc1ccc(S(=O)(=O)N2CCC(N3CCCCC3)CC2)cc1
→ 6.1	2.8	9.0	1.9	1.9	-4.5	-0.4	-16.4	1.6	3.9
O=C(CSc1nc2ccccc2o1)Nc1nc(-c2ccccc2)cs1
→ -3.1	5.0	35.9	0.5	.	-3.8	3.3	-3.8	1.2	-4.9
Cc1ccccc1Nc1nnc(SCC(=O)NC(=O)NCc2ccco2)s1
→ 0.6	1.8	-13.3	.	-2.6	11.1	2.0	-30.3	0.1	-6.3
CNS(=O)(=O)c1cccc(C(=O)NCC2(N3CCOCC3)CCCCC2)c1
→ 2.5	-6.2	-2.3	2.1	-8.2	-6.4	2.1	-6.6	-0.3	-10.6
O=c1c(-c2ccccc2)coc2c(CN3CCCC3)c(O)ccc12
→ -2.3	3.2	6.1	-0.6	.	-32.8	-0.8	7.6	-6.3	-9.3
O=c1[nH]c2nc(Cl)nc(Cl)c2[nH]1
→ 1.7	-2.2	-8.0	-1.8	-2.6	-22.7	-1.6	-6.7	1.1	-12.2
Cc1ccc(C)n1-c1ccc(C(=O)NC2CCN(Cc3ccccc3)CC2)cc1
→ 2.1	5.3	-2.1	30.4	-1.4	12.0	-2.2	-1.6	-0.2	2.6
COC(=O)c1cc(NC(=O)c2ccccc2F)cc(C(=O)OC)c1
→ 3.5	-16.7	-13.1	0.0	-0.2	60.6	-1.7	-5.9	3.1	10.8
